S1P4 antagonist: human S1P4 receptor antagonism. inhibition, % at 4.98 µM. O95977. S1P4-expressing cells, antagonist mode, reporter read-out. 220,000 tested, 0.26% active; in the data active = inhibition above about 29%;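 note: 0% = wells stimulated with agonist and 100% = vehicle wells without agonist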
S1P4 agonist: human S1P4 receptor agonism | activation, % at 4.98 µM | S1P4-expressing cell line, agonist reporter assay | O95977 | 220,000 tested, 0.35% active; in the data active = activation above about 11%;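 note: 0% = DMSO vehicle and 100% = reference agonist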
NPY Y1 blocker: antagonists of human neuropeptide Y receptor Y1. HEK293-CNG Y1 cells, membrane potential fluorescence; NPY at EC95, then isoproterenol. inhibition, % at 3.6 µM. 200,000 tested, 1% active. AID 1040;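 active = inhibition above the campaign mean inhibition of all tested compounds plus 3 SD, cut at about 20% in these data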;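 note: 0% = DMSO wells given NPY plus isoproterenol and 100% = isoproterenol alone without NPY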
Target sequence (P25929 whole entry, looked up): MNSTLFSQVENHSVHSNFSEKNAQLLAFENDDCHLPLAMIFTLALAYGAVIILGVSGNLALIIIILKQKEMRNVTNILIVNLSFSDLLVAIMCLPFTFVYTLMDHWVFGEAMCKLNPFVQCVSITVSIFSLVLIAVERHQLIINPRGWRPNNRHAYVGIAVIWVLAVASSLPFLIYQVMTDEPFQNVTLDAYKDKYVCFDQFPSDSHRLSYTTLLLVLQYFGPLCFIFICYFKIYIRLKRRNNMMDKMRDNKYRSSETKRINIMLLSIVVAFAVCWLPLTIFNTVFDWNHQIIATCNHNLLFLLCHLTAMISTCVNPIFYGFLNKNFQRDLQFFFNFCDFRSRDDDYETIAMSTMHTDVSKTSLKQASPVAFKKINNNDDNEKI
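Test system: HEK293 cells co-expressing NPY Y1 receptor and cyclic-nucleotide gated channel; Also added: NPY (25 nM), isoproterenol (1 µM), Ro 20-1724 (25 µM); Compound dosing: one concentration, 3.6 µM, in 0.4% DMSO; Timing: dye 3 h, compound 60 min room temperature, stimulation 45 min; Technique: Membrane-potential fluorescent dye readout.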
BaF3 parental: reduces parental Ba/F3 cell viability, JAK2V617F counter-screen. inhibition, % at 5.6 µM. CellTiter-Glo ATP luminescence. 220,000 tested, 1.1% active;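 active = inhibition above a per-campaign cutoff, the mean inhibition of all tested compounds plus 3 SD, cut at about 27% in these data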;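 note: 0% = DMSO wells and 100% = JAK Inhibitor I control wells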
CHOP inhibitor: blocks CHOP induction under ER stress. 220,000 tested, 3.8% active. CHO-K1 CHOP-promoter luciferase, tunicamycin-induced, 15-18 h. inhibition, % at 10 µM;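 active = compounds that reduced the stress-induced luciferase reporter signal by more than about 70% of percent inhibition, limit read from the data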;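 note: 0% = tunicamycin plus vehicle and 100% = wells without tunicamycin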
Ba/F3 V617F tox: lowers viability of Ba/F3 cells expressing EpoR and JAK2V617F | inhibition, % at 5.6 µM | 220,000 tested, 1.1% active | ATP luminescence | AID 1446;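 active = inhibition above the campaign mean plus 3 SD over all tested compounds, cut at about 24% in these data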;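 note: cytokine-independent growth of Ba/F3 cells driven by EpoR plus mutant JAK2; 0% = DMSO-treated cells and 100% = JAK inhibitor I control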
NPY2 pot ag: human NPY-Y2 potentiation or agonism, primary screen; 220,000 tested, 0.45% active; activation, % at 3.6 µM; cells expressing NPY-Y2, potentiator/agonist read-out; AID 1359; in the data active = activation above about 27%;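 note: cells stimulated with NPY near EC25 plus isoproterenol at EC100; 0% = vehicle plus submaximal agonist and 100% = vehicle plus saturating agonist; some results beyond the cut were filed as inactive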
Target sequence (P49146 whole entry, looked up): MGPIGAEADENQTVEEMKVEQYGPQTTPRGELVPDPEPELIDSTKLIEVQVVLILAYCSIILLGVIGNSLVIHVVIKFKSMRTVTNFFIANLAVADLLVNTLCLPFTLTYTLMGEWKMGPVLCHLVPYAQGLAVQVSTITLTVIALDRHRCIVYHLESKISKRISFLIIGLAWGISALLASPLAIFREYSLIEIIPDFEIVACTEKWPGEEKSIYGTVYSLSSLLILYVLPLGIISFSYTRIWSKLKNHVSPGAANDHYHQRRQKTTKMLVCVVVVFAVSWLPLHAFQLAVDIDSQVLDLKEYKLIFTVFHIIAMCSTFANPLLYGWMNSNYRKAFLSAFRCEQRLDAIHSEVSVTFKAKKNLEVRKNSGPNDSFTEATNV
NCF1 inh: p47phox (human) inhibition | inhibition, % at 24.7 µM | p47phox/p22phox peptide binding, fluorescence polarization, 2 h | 220,000 tested, 0.53% active | P14598;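 active = inhibition above about 30%, limit read from the data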;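 note: 0% = p47phox with labelled peptide and 100% = labelled peptide alone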
NPY1 pot ag: potentiates or activates human NPY-Y1 receptor. NPY-Y1 expressing cells, potentiator/agonist activation. activation, % at 3.6 µM. 220,000 tested, 0.37% active. AID 1304; in the data active = activation above about 33%, passing the limit was not always enough;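 note: cells stimulated with NPY at EC10 then isoproterenol at EC100; 0% = low agonist plus stimulus and 100% = saturating agonist plus stimulus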
Numbers without * were called inactive; nt = no result given. Not a hit list (roughly 7.1% active in at least one column).

SMILES	S1P4 antagonist	S1P4 agonist	NPY Y1 blocker	BaF3 parental	CHOP inhibitor	Ba/F3 V617F tox	NPY2 pot ag	NCF1 inh	NPY1 pot ag
Cc1cc(C(=O)NNc2ccc(F)cc2)no1	9	0.9	nt	0	-7	-2	12	-11	5
Nc1nc(Nc2ccccc2)sc1C(=O)c1ccccc1	-21	-0.4	nt	-8	47	-3	-8	-26	11
CCOc1ccc(C(=O)NC2CCN(S(C)(=O)=O)CC2)cc1	-7	-0.8	-4	-1	-2	-3	11	-6	5
O=S(=O)(c1ccc(N2CCN(CCO)CC2)nc1)N1CCCCC1	-17	-0.2	4	2	0	3	-12	0	-10
Cc1ccc(CNC(=O)CCS(=O)(=O)c2cccc3nsnc23)cc1	-20	-2.1	6	4	-6	-1	-6	-2	6
CCOc1ccccc1N1CCN(C(=O)CCCc2nc3ccccc3s2)CC1	4	0.5	12	9	22	11	-17	-19	-26
CCN(CC)S(=O)(=O)c1cccc(-c2nnc(SCC(=O)NC3CCCCCCC3)n2N)c1	-2	0.7	-3	6	14	1	10	-12	23
CCCCC(=O)Nc1ccc2c(c1)nc1n2CCSC1	-1	0.0	5	6	7	2	-11	1	13
O=C1CC(Sc2ncccn2)C(=O)N1c1ccccc1C(F)(F)F (stereo not given)	-12	-0.2	0	3	17	-3	8	-9	7
CC1(C)CC2(C)Nc3ccccc3N2C(=S)N1 (stereo not given)	5	0.3	0	0	-27	4	4	-1	-2
CCN1CCN(CC(=O)Nc2cc3c(cc2C(C)=O)OCO3)CC1	8	0.2	-3	4	4	3	-1	2	-13
CCC(=O)c1ccc(N2CCOCC2)c(F)c1	-16	1.4	2	3	17	-2	3	-16	-9
N#CC1=C2SCC(O)(c3ccccc3)N2C(=O)CC1c1cccs1 (stereo not given)	14	-1.1	20	75*	nt	74*	15	-33	4
CCOC(=O)CS(=O)(=O)c1ccc(O)cc1	-10	22*	1	7	5	1	12	-4	4
CC(c1ccccc1)N(CC(=O)NC1CCCCC1)S(=O)(=O)c1cccc(C(F)(F)F)c1 (stereo not given)	-12	0.1	2	-1	63	-4	18	-7	16
CCOC(=O)c1ccc(NC(=O)Nc2ccc(S(N)(=O)=O)cc2)cc1	-21	1.1	1	0	-6	-3	-7	-10	-17
COc1ccc2c(c1)[nH]c1c(=O)n(/N=C/c3ccc(OC)c(CN4CCCCC4)c3)cnc12	8	0.1	nt	1	7	3	-48	-22	13
Cc1ccc(CS(=O)(=O)CCC(=O)NCCN2CCCCC2C)cc1 (stereo not given)	-24	1.3	1	-1	-26	-2	-10	-6	11
CC(=O)Nc1ccc2nc(CN3CCN(CC=C(C)C)C(CCO)C3)ccc2c1 (stereo not given)	9	-0.1	-1	7	4	2	4	-14	-3
COc1cc(C2NC(=O)NC(O)(C(F)(F)F)C2C(C)=O)cc(OC)c1OC (stereo not given)	1	-0.4	0	6	12	4	-3	-3	-22
Cc1ccc(C(=O)C(O)C(c2ccc(C)cc2)N2CCCCC2)cc1 (stereo not given)	-8	2.2	8	1	1	-5	-8	-5	-2
CCOc1ccc2oc(C(=O)NC3CCN(Cc4ccccc4)CC3)c(C)c2c1	-14	-0.3	12	5	16	3	-12	-12	-8
COc1cccc(C(=O)c2c[nH]c(C(=O)NCCCN3CCOCC3)c2)c1	-5	-1.2	-2	3	-8	0	-2	2	-5
OCC1(CCCc2ccccc2)CCN(Cc2cc(F)ccc2F)CC1	-13	1.9	10	10	2	-1	-15	2	4
O=c1[nH]ncc(N/N=C\c2cccs2)c1Cl	6	-2.9	-2	-6	-4	-4	3	-7	-2
O=c1c2c(-c3cccs3)csc2ncn1-c1ccccc1	-16	0.7	0	0	1	-3	-8	-15	-6
O=S(=O)(c1ccc(C(F)(F)F)cc1)N1CCCN(c2ccc(C(F)(F)F)cn2)CC1	11	-0.2	nt	2	17	-5	9	6	17
Cc1ccc(S(=O)(=O)N2CCC(C(=O)NCc3ccccc3Cl)CC2)cc1	-15	-0.2	-7	6	24	5	-4	-14	-3
CCC(C)Sc1nc2ccccc2n1CC(=O)O (stereo not given)	6	-1.1	2	-1	12	0	3	2	11
CCN(CC)CCn1c(=S)[nH]c2cc(C(=O)N3CC=C(c4ccccc4)CC3)ccc2c1=O	-18	1.6	4	10	21	-1	-6	0	1
Cc1ccc(NC(=O)CSCc2c(C)noc2C)cc1C	7	-0.5	14	5	24	0	1	-7	-10
COc1cc(C=O)cc(OC)c1OS(=O)(=O)c1ccc(NC(C)=O)cc1	-13	1.0	5	6	1	-1	3	4	4
OCCCN1c2ccccc2Nc2nnc(-c3ccccc3)cc21	9	-1.2	-8	4	-8	4	-8	-9	-27
CCOC(=O)c1nnn(-c2ccc([N+](=O)[O-])cc2)c1C	-19	0.3	2	1	15	-5	17	-8	5
CC(NC(=O)c1ccco1)C1COc2ccccc2O1 (stereo not given)	10	1.6	8	2	29	-4	-7	-12	-12
COc1cccc(C2CC(=O)Nc3n[nH]c(-c4ccccc4)c32)c1OC (stereo not given)	-6	-0.3	nt	-5	14	-1	35	-18	2
O=C(O)c1cc(-c2ccccc2Cl)n[nH]1	-10	-0.2	5	7	5	0	-3	-3	-6
O=C(O)CN=C1NC2(CCCC2)Cc2ccccc21	-18	0.2	4	6	nt	3	-6	nt	-5
CC1CCCN(C(c2cccs2)c2nnnn2Cc2ccccc2)C1 (stereo not given)	-16	2.2	3	1	58	-4	-9	-29	6
CSc1nc(N)c2c(C)c(C)sc2n1	-3	0.9	4	4	10	3	-1	7	-32

Filtered by structure, the compounds so far with a furan ring, fused or not
SMILES	S1P4 antagonist	S1P4 agonist	NPY Y1 blocker	BaF3 parental	CHOP inhibitor	Ba/F3 V617F tox	NPY2 pot ag	NCF1 inh	NPY1 pot ag
CCOc1ccc2oc(C(=O)NC3CCN(Cc4ccccc4)CC3)c(C)c2c1	-14	-0.3	12	5	16	3	-12	-12	-8
CC(NC(=O)c1ccco1)C1COc2ccccc2O1 (stereo not given)	10	1.6	8	2	29	-4	-7	-12	-12

Further entries follow.
SMILES	S1P4 antagonist	S1P4 agonist	NPY Y1 blocker	BaF3 parental	CHOP inhibitor	Ba/F3 V617F tox	NPY2 pot ag	NCF1 inh	NPY1 pot ag
COc1ccc(OC)c(NC(=O)C23CCC(C)(C(=O)C2)C3(C)C)c1 (stereo not given)	6	0.8	1	6	15	-3	0	9	-18
O=C(NNc1cccc(Cl)n1)c1c(F)cccc1F	8	0.0	11	7	-13	3	6	3	0
Cc1ccc(OCCN2C(=O)c3ccccc3C2=O)cc1	-21	-1.7	6	5	-11	1	-15	-11	-25
Nc1cc(=O)[nH]c(SCC(=O)Nc2cc([N+](=O)[O-])ccc2Cl)n1	-5	1.5	-3	5	6	4	-14	-7	11
O=C(Nc1ccc(N2CCOCC2)c(Cl)c1)c1ccc([N+](=O)[O-])o1	17	-1.3	-1	-5	-50	1	8	5	13
Nc1cccnc1Oc1ccccc1F	-10	-0.5	nt	-1	17	0	14	0	18
N#Cc1c(N2CCCCC2)nc(N)c2c(N)nc3c(c12)CC(c1ccccc1)O3 (stereo not given)	-8	-0.6	-2	11	41	1	2	-17	7
Cc1cc(C)c(S(=O)(=O)/N=C2/C=C(Sc3ncn[nH]3)C(=O)c3ccccc32)cc1C	0	1.5	-1	7	109*	41*	-3	54*	-21
O=C1c2ccccc2C(Nc2cccnc2)N1Cc1ccccc1 (stereo not given)	-55	1.0	-2	8	26	0	6	3	8
CC(C)(C)NCC(O)COc1c(F)cc(Br)cc1F (stereo not given)	5	-0.9	-7	7	23	1	66*	-18	51*
Nc1nnn(CC(=O)N/N=C/c2ccco2)n1	-2	0.4	nt	0	0	0	-1	1	-4
OCCN1CCN(C(=S)Nc2ccc(Oc3ccccc3)cc2)CC1	-4	0.2	-7	4	-4	0	-1	-8	8
OC(CNC1CCCCC1)CNC1CCCCC1	5	0.2	2	2	10	-3	-5	-6	6
Cc1ccc(N(CC(=O)NCCSCc2ccco2)S(C)(=O)=O)cc1	-17	0.8	-2	1	13	1	-9	-4	-22
CCN1CCN(CC(O)COc2ccc(C(C)=O)cc2)CC1 (stereo not given)	-27	-0.9	-2	8	38	4	-10	-10	-7
Cc1ccc(-c2nnn(CC(=O)N3CCCc4ccccc43)n2)cc1	-2	-0.5	7	6	84*	-1	6	-19	-15
COc1ccc(CNC(=O)CN(Cc2ccc(C)cc2)S(=O)(=O)c2ccc(Cl)cc2)cc1	14	0.7	8	5	25	-1	-15	1	-4
O=C(Nc1ccc(N2CCN(C(=O)c3ccc(Cl)cc3)CC2)cc1)c1cccnc1	-12	-0.2	-4	2	52	-4	27	-4	-7
CCNc1nc(N)nc(-c2cc(Cl)ccc2O)n1	2	0.9	-11	9	70	5	26	-13	23
Nc1c2c(=O)oc(-c3ccccc3)cc2nn1-c1ccccc1	-9	1.8	-2	5	2	3	21	-18	22

2 records picked at random from those above, as already listed:
SMILES	S1P4 antagonist	S1P4 agonist	NPY Y1 blocker	BaF3 parental	CHOP inhibitor	Ba/F3 V617F tox	NPY2 pot ag	NCF1 inh	NPY1 pot ag
O=C(O)c1cc(-c2ccccc2Cl)n[nH]1	-10	-0.2	5	7	5	0	-3	-3	-6
Cc1ccc(N(CC(=O)NCCSCc2ccco2)S(C)(=O)=O)cc1	-17	0.8	-2	1	13	1	-9	-4	-22

(next part)
SMILES	S1P4 antagonist	S1P4 agonist	NPY Y1 blocker	BaF3 parental	CHOP inhibitor	Ba/F3 V617F tox	NPY2 pot ag	NCF1 inh	NPY1 pot ag
Cc1c(NC(=O)C(C)OC(=O)/C=C/c2ccccc2)c(=O)n(-c2ccccc2)n1C (stereo not given)	-22	-0.5	5	2	46	3	1	0	5
COc1ccc(N/N=C(\C=N\O)C(=O)c2ccc(OC)cc2)cc1	7	-0.1	32*	17	nt	10	-9	-3	-30
O=C(NNc1ccc(C(F)(F)F)cc1[N+](=O)[O-])c1ccc(NS(=O)(=O)c2ccc(F)cc2)cc1	-19	0.8	-12	5	23	2	45*	-3	38
O=C(Cn1cnc2nc3n(c2c1=O)CCC3)NCc1ccccc1	-10	-0.3	4	3	6	0	3	-6	13
CCN(CC)C(=O)c1sc2nc(-c3cccs3)cc(-c3cccs3)c2c1N	4	-0.7	nt	-5	-11	1	-18	-28	-7
COc1cc2c(cc1OC)CN(CC(=O)NC(=O)NC(C)(C)C)CC2	-3	0.0	9	9	-3	3	6	-23	5
O=C(Nc1ccccc1)ON=C1CCCC1	-4	4.6	0	1	-22	-1	0	11	0
COc1cccc(N2CCN(C3C4CC5CC(C4)CC3C5)CC2)c1 (stereo not given)	-2	-1.7	5	1	37	-3	-7	-16	1
O=C(NCC1CCCO1)C1CCCN1C(=O)Nc1ccc(Cl)cc1 (stereo not given)	-16	-0.2	3	4	8	0	-3	-3	9
COc1ccccc1NC(=O)N(Cc1ccccc1)C1=NCC(C)S1 (stereo not given)	8	-0.7	7	0	24	-2	-6	-9	-6
CNC(=O)C(=O)NCCN1CCN(C(=O)c2ccc([N+](=O)[O-])cc2)CC1	-9	0.6	7	6	18	1	12	-16	6
O=C(O)/C=C/c1cn(Cc2ccccc2)nc1-c1ccccc1	4	-0.3	7	6	11	0	-19	-2	-8
Cc1cccc(C(CC(=O)N2CCCC2)c2ccccc2)c1O (stereo not given)	18	-1.2	-3	2	10	-2	2	13	3
Cc1cc(O)c(-c2cc(C(=O)Nc3sc4c(c3C(=O)NCc3ccco3)CCC4)[nH]n2)cc1C	-9	0.8	nt	1	67	0	30	-32	29
O=C1CSC(c2cn(-c3ccccc3)nc2-c2cccs2)N1CC1CCCO1 (stereo not given)	-20	0.3	-9	8	39	2	0	-5	-6
C(=C\c1ccco1)/c1ccc2ccccc2n1	2	1.0	nt	2	-10	-5	-24	-6	18
Cc1ccc(-c2noc(CN3CCCCC3)n2)cc1	-10	1.0	1	2	7	-3	-2	-5	4
